MITF primary: human MITF inhibition, primary screen; AlphaScreen MITF homodimerization, bead proximity signal; inhibition, % at 2.6 µM; 650,000 compounds, 0.91% hits; in the data active = inhibition above about 50%;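 note: 0% = vehicle wells with protein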
Target sequence (O75030 whole entry, looked up): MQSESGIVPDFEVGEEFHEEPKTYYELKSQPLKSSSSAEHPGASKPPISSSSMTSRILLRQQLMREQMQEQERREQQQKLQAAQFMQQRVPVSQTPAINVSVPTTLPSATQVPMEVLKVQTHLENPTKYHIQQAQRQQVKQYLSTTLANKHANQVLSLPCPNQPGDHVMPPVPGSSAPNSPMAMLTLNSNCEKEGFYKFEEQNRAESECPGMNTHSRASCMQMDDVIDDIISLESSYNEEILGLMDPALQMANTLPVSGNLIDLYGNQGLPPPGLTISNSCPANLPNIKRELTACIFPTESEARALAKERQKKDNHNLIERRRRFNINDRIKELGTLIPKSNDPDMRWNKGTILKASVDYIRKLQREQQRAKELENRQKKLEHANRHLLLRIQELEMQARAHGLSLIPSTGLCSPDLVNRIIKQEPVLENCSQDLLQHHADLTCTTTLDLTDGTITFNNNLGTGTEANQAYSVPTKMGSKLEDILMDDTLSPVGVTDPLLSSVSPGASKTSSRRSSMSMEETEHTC
GPR151 ag: activates the human receptor GPR151 | Q8TDV0 | PathHunter beta-arrestin GPR151 cells, luminescence | activation, % at 11.2 µM | 650,000 compounds, 1% hits | AID 1508602; in the data active = activation above about 4.9%;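 note: 0% = median of compound wells and 100% = cells with positive control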
Target sequence (Q8TDV0 whole entry, looked up): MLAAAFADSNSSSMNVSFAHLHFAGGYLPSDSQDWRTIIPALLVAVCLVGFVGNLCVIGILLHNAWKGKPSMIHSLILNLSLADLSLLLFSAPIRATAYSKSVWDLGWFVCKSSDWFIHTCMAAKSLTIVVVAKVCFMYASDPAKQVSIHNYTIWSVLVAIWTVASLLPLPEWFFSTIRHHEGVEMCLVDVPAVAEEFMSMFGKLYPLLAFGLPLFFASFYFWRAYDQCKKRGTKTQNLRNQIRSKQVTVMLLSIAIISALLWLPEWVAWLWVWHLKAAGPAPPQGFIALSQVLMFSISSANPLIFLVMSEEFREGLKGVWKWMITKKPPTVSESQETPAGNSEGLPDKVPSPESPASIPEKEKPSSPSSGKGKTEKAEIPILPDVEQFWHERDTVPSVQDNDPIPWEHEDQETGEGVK
FBW7 act: activators of human E3 ligase FBW7. Q969H0. AlphaScreen FBW7–phospho-cyclin E peptide binding, activator screen. normalized activity (activation), % at 26.1 µM. 650,000 compounds, 0.13% hits. AID 1259310; in the data active = normalized activity above about 1.9%;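 note: purified mutant Fbw7 with reduced substrate affinity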
TEAD-YAP block: TEAD-YAP interaction inhibition. AID 1259422. 640,000 compounds, 1.4% hits. inhibition, % at 9.12 µM. HEK-TIYL cells, TEAD-Gal4/YAP UAS-luciferase luminescence; in the data active = inhibition above about 32%;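 note: 0% = median of test compound wells and 100% = reference inhibitor wells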
Numbers without * were called inactive; · = no result given.

SMILES | MITF primary | GPR151 ag | FBW7 act | TEAD-YAP block
COc1ccc2[nH]c(=O)c(CN(C)S(=O)(=O)c3ccc(C)cc3)cc2c1 | -1 | -0.8 | 0.1 | -1
CC(C)Oc1ccc(/C=N/NC(=O)C(=O)NCc2cccnc2)cc1 | 7 | -1.7 | 0.6 | 6
N#Cc1ccc(-c2n[nH]c3c2CNCC3)cc1 | 9 | 0.5 | 0.1 | -1
O=C(CSc1nnc(NC(=O)CCc2ccccc2)s1)Nc1ccc([N+](=O)[O-])cc1 | -1 | -0.5 | -0.3 | -7
O=C1c2ccccc2C(=O)N1/N=C/c1ccc(O)c(Br)c1 | 21 | -0.4 | 0.8 | 2
CC(C)N(C)S(=O)(=O)c1ccc(N)cc1 | 1 | 2.5 | 0.1 | -9
c1nc(NCc2ccc3c(c2)OCO3)c2nc3n(c2n1)CCCCC3 | 2 | -0.6 | -0.2 | 2
CC(=O)Nc1ccc(Nc2nc(Nc3ccccn3)nc3c2ncn3-c2ccccc2)cc1 | -17 | 1.7 | 0.3 | 56*
CCCCC(=O)Nc1ccc(I)cn1 | 7 | 0.8 | 0.1 | -21
Nc1cc([N+](=O)[O-])ccc1NS(=O)(=O)c1ccc(Cl)cc1 | -4 | 0.9 | -0.1 | -14
CCC(=O)Nc1c2c(nn1-c1ccc(F)cc1)CSC2 | 16 | 2.2 | 0.2 | 10
COc1cccc2c1OC1c3ccccc3OC2C1C (stereo unspecified) | -5 | 1.5 | -0.1 | -3
COc1cc(OC)cc(C(=O)NNC(=O)COc2ccc3ccccc3c2)c1 | 4 | 0.8 | -0.1 | 3
COc1ccc(C2C(C#N)=C(N)Oc3n[nH]c(C(C)C)c32)cc1OC (stereo unspecified) | 15 | 0.8 | 0.3 | 8
CC(=O)Nc1ccc(C(=O)OC2CCCCCCCCCCC2)cc1 | 17 | 0.8 | 0.1 | 6
CCCOC(=O)C(C)n1cnc2sc3c(c2c1=O)CCC(C)C3 (stereo unspecified) | 1 | -0.4 | -0.1 | -4
O=C(O)COc1ccc(N2C(=O)C(=O)/C(=C(\O)c3ccccc3)C2c2ccccc2F)cc1 (stereo unspecified) | 4 | 1.9 | 0.0 | 2
COc1ccc(C2SCCN2S(=O)(=O)c2ccc(-c3ccccc3)cc2)cc1[N+](=O)[O-] (stereo unspecified) | -7 | -0.1 | -0.1 | 2
C/C(N)=C(/C#N)C(=O)COC(=O)C(c1ccccc1)c1ccccc1 | 8 | 0.4 | 0.1 | 0
CCCCSc1nnc(NC(=O)c2nc(S(C)(=O)=O)ncc2Cl)s1 | 4 | 1.0 | -0.1 | -6
C=CCN(c1ccc(C(=O)Nc2ccc(Br)c(Cl)c2)cc1)S(C)(=O)=O | -1 | 0.9 | 0.0 | 18
O=C(COC(=O)CNC(=O)C12CC3CC(CC(C3)C1)C2)NNC(=O)c1ccc(F)cc1 | 10 | -1.4 | 0.1 | -1
COc1ccc2c3c(c(=O)oc2c1)CN(C(=O)Nc1cccc(C(F)(F)F)c1)CC3 | 24 | 0.9 | 0.2 | 1
CCCCOc1ccc(NC(=O)c2cccc(OC)c2)cc1 | 1 | -4.7 | -0.1 | -22
COC(=O)c1ccc(NC(=S)N2CCN(C(=O)c3ccco3)CC2)cc1 | 10 | -1.8 | 0.0 | -1

The last 3 records of the part above open the next one.
SMILES | MITF primary | GPR151 ag | FBW7 act | TEAD-YAP block
COc1ccc2c3c(c(=O)oc2c1)CN(C(=O)Nc1cccc(C(F)(F)F)c1)CC3 | 24 | 0.9 | 0.2 | 1
CCCCOc1ccc(NC(=O)c2cccc(OC)c2)cc1 | 1 | -4.7 | -0.1 | -22
COC(=O)c1ccc(NC(=S)N2CCN(C(=O)c3ccco3)CC2)cc1 | 10 | -1.8 | 0.0 | -1
O=C(CC1CCCCC1)N1CCC2(CC1)CC2C(=O)N1CCN(c2ccccn2)CC1 (stereo unspecified) | 14 | -0.8 | 0.5 | -3
O=C(O)C1CC1C(=O)Nc1ccccc1F (stereo unspecified) | -4 | 3.9 | 0.3 | -15
Cc1cc(C(=O)CSc2nnc(-c3cccnc3)o2)c(C)n1-c1ccccc1 | 16 | 1.8 | 0.2 | -8
Cc1ccc(OCC(=O)Nc2ccccc2O)cc1 | 2 | -1.2 | 0.2 | -63
CCC(C(=O)O)N1C(=O)COc2ccccc21 (stereo unspecified) | -2 | -1.8 | 0.2 | 7
O=C(Nc1nnc(-c2ccccc2)s1)c1cccc(S(=O)(=O)N2CCOCC2)c1 | -8 | -1.3 | -0.1 | 0
O=c1[nH]c(=S)n(-c2ccccc2F)c(O)c1C=NC1CCCCC1 | -3 | 0.2 | -0.1 | 5
O=C(CN1Cc2ccccc2C1=O)Nc1nccs1 | -5 | -0.3 | 0.1 | 0
CCOCCOC(=O)C1=C(C)NC2=C(C(=O)CC(C)(C)C2)C1c1ccccc1OC (stereo unspecified) | -4 | -0.1 | 0.1 | 7
CCOC(=O)C(NC(=O)CC)(Nc1ccccc1F)C(F)(F)F (stereo unspecified) | -8 | -1.0 | 0.0 | -7
O=C(NCc1ccccn1)c1ccc2c(=O)n(CCCN3CCCC3=O)c(=S)[nH]c2c1 | -8 | 0.3 | 0.1 | -2
COC(=O)c1ccc(NC(=O)COc2ccccc2OC)cc1 | 7 | 0.5 | 0.0 | -10
CCC(C)C(NS(=O)(=O)c1ccc(C)cc1)C(=O)NC1CCCC1 (stereo unspecified) | -1 | -2.4 | 0.1 | -3
CC(C)CCNC(=O)C1CCCN(c2nnc(N3CCCC3=O)s2)C1 (stereo unspecified) | 4 | -2.2 | 0.6 | 1
CCn1c(C(C)NC(=O)c2ccccc2)nc2ccccc21 (stereo unspecified) | -10 | 1.2 | -0.1 | -2
C=CCNc1nc2ccccn2c(=O)c1/C=C1\SC(=S)N(C(C)C)C1=O | 22 | 0.5 | -0.1 | 0
NNC(=O)c1cncn1-c1ccc(F)cc1 | 5 | -2.1 | 0.0 | 2
O=c1c2c(nc(N3CCCC3)n1CCO)CCN(Cc1ccc(-c3ccccc3)cc1)C2 | -1 | -0.6 | -0.1 | 8
COC(=O)c1cc2oc3ccccc3c2n1CC(=O)N(C)c1ccccc1 | -1 | -0.3 | -0.2 | -11
CC(=O)c1ccc(N2CCN(C(=S)Nc3ccc4c(c3)OCO4)CC2)cc1 | 11 | -0.9 | 0.0 | 3
O=C(NCCCN1CCCCCC1)c1ccc2c(c1)NC(=O)C(N1CCOCC1)S2 (stereo unspecified) | 7 | -0.7 | 0.6 | 18
c1ccc(Cn2c(CNc3nc4ccccc4n3Cc3ccccc3)nc3ccccc32)cc1 | 1 | -1.3 | -0.2 | -7
Cc1ccc(C)c(Cc2c(C)nc3c(C(=O)NC4CCCC4)cnn3c2C)c1 | -14 | 1.1 | 0.0 | -5
CC(C)(C)NC(=O)CSc1nc2cc(Cl)ccc2s1 | 13 | 4.5 | 0.4 | -1
COc1ccc(-c2nnc3c4cccc5cccc(c54)n23)cc1 | 15 | -1.0 | 0.3 | -34
Additional structures follow:
SMILES | MITF primary | GPR151 ag | FBW7 act | TEAD-YAP block
C=CCN1C(=O)/C(=C/c2cc(C)n(-c3ccccc3F)c2C)C(=O)NC1=S | 4 | -0.4 | -0.2 | 2
Cc1ccc(-n2c(=O)[nH]cc(C(=O)Nc3cccc(Cl)c3C)c2=O)cc1C | 11 | -0.3 | -0.1 | -1
CCOC(=O)C1=CN(c2ccc(C)c(C)c2)C=C(C(=O)OCC)C1c1ccc(Cl)c(Cl)c1 | 9 | -0.3 | 0.1 | 12
CC(C)CNS(=O)(=O)c1ccc(CCC(N)=O)cc1 | 5 | -1.2 | 0.9 | -17
CC1CN(C(=O)NCc2ccccc2)c2ccccc2S1 (stereo unspecified) | 7 | -0.7 | 0.6 | 0
CCCNc1ccnc(Nc2ccncc2)n1 | 3 | -1.3 | 0.0 | 36*
COc1ccc(-c2ccc(/C=C(\C#N)c3nc4ccccc4[nH]3)o2)c([N+](=O)[O-])c1 | 23 | -0.2 | 0.2 | -2
Cc1ccc(N2C(=O)C3N=NN(CC(=O)Nc4ccc(Br)cc4)C3C2=O)cc1 (stereo unspecified) | -5 | -0.6 | 0.1 | 9
CCOC(=O)c1ccc(-n2c(C)cc(/C=N/Nc3ccccn3)c2C)cc1 | 8 | 0.9 | -0.2 | -24
CCC(C)NC(=O)CN1C(=O)/C(=C\c2cccc(Cl)c2)Oc2ccccc21 (stereo unspecified) | 0 | 1.0 | -0.1 | 1
CC(C)=CCC/C(C)=C\CN1CC23C=CC(O2)C(C(=O)O)C3C1=O (stereo unspecified) | 0 | -0.7 | -0.1 | 0
O=C(OC(CN1CCOCC1)CN1CCOCC1)c1ccccc1 | 13 | 0.7 | 0.4 | 1
COc1cccc(-n2nnc3c(=O)n(CC(=O)N4CCCc5ccccc54)cnc32)c1 | 4 | -0.2 | 0.7 | 6
COCCN(CCOC)C(=O)c1cc2sc3ccccc3c2s1 | -47 | -0.6 | -0.1 | -11
COc1ccc(-c2cc(C(F)(F)F)n3nc(C(=O)N4CCOCC4)cc3n2)cc1 | -1 | 0.8 | 0.3 | 1
Cc1ccc(Nc2nc(Oc3ccc(=O)[nH]n3)nc(N3CCOCC3)n2)cc1 | -5 | 0.5 | -0.1 | -17
Nc1cccc2c1C(=O)N(C(=O)c1ccc(Oc3ccccc3)cc1)C2=O | 2 | 1.3 | -0.2 | -77
COc1ccc(-n2ncc3c(Nc4cccc(F)c4)ncnc32)cc1 | 1 | 3.6 | -0.1 | 39*
CC(=O)c1cccc(NC(=O)COC(=O)[C@@H](NC(=O)c2cccc(C)c2)C(C)C)c1 | 8 | 2.2 | 0.0 | 3
CC(C)(C)OC(=O)N1CCc2c(cnn2-c2cccc(C(=O)Nc3ccc(N4CCOCC4)cc3)c2)C1 | 12 | -0.9 | 4.1* | 1
Nc1c(-c2ccccn2)c2ccc([N+](=O)[O-])cc2c(=O)n1Cc1ccccc1 | 4 | 0.8 | -0.1 | 4
O=c1oc2ccccc2cc1-c1csc(Nc2ccc(O)cc2)n1 | 3 | 0.6 | 0.1 | -111
CC1(C)CCC=[N+]1[O-] | 18 | 1.5 | 0.1 | 3
O=C(CSc1nc2ccsc2c(=O)n1-c1ccccc1)NCCC1=CCCCC1 | 1 | 1.0 | 0.2 | -1
C/C(=N\N=C1CCCCC1)c1nnn(-c2nonc2N)c1C | -6 | 0.3 | -0.1 | -1
The listing continues:
SMILES | MITF primary | GPR151 ag | FBW7 act | TEAD-YAP block
CCOC(=O)C(=O)Nc1sc(C(=O)NC2CCCCC2)c(C)c1C(=O)OC | -7 | 0.9 | -0.2 | 2
O=C(O)CSc1nnc(-c2ccncc2)n1Cc1ccco1 | 2 | -1.5 | 0.0 | -5
C=CCOc1ccc(C(=O)NCc2ccncc2)cc1 | 6 | -1.1 | -0.1 | 8
NC(=O)NC(=O)COc1ncnc2ccccc12 | 12 | -1.5 | 0.6 | -8
CCCCCCCCCCCCCCCCCCCCCCCC(=O)NCCS(=O)(=O)O | -26 | 0.1 | · | ·
CCCCC(=O)Nc1cccc2ccccc12 | 20 | -1.4 | 0.0 | -13
COc1ccc(C(=O)Nc2ccccc2)cc1I | 8 | -1.4 | 0.4 | -82
COc1ccc(/C=C2/S/C(=N\S(=O)(=O)c3ccc(C)cc3)N(C)C2=O)cc1OC | 22 | 0.1 | 0.0 | 7
CC1(C)CC(=O)c2cc(C(=O)NC3CCCCC3)c(=O)n(-c3ccccc3)c2C1 | 4 | 1.8 | -0.2 | -5
CN(CCc1cn[nH]c1)C(=O)CCC1(Cc2ccc(-c3ccccc3)cc2)CCC(=O)N1 (stereo unspecified) | 2 | 0.0 | 0.0 | -3
CCOC(=O)c1sc(=S)n(-c2ccc(Cl)cc2)c1C | 3 | 2.1 | -0.1 | 6
COc1ccc(C(=O)NC(Nc2ccccn2)C(Cl)(Cl)Cl)cc1OC (stereo unspecified) | 5 | -0.9 | 0.7 | -2

A different layout for some results above:
smiles: c1ccc(Cn2c(CNc3nc4ccccc4n3Cc3ccccc3)nc3ccccc32)cc1
  MITF primary: 1	GPR151 ag: -1.3	FBW7 act: -0.2	TEAD-YAP block: -7
smiles: C/C(N)=C(/C#N)C(=O)COC(=O)C(c1ccccc1)c1ccccc1
  MITF primary: 8	GPR151 ag: 0.4	FBW7 act: 0.1	TEAD-YAP block: 0
smiles: COc1ccc2[nH]c(=O)c(CN(C)S(=O)(=O)c3ccc(C)cc3)cc2c1
  MITF primary: -1	GPR151 ag: -0.8	FBW7 act: 0.1	TEAD-YAP block: -1

Bioassay records (PubChem)

Random draw from the library. Share with any hit: about 3.4%.
